# Pf growth 96h = inhibits malaria parasite growth, 96 h. P. falciparum luciferase reporter growth, 96 h. Potency, µM (top dose mostly 28.7 µM), for inactives: at the top dose activity change, negative = inhibition, most hits filed as inhibitors. hit rate 6.9% among 320,000. AID 504834; further: potency means the concentration at half of the fitted maximal effect; on the % scale 0 is the no-effect control and ±100 the full control effect
#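 Compounds incubated with erythrocytes infected by luciferase-expressing P. falciparum (2% hematocrit, 0.05% parasitemia final) for 96 hours, 37 C in 5% CO2. Growth inhibition scored as decreased luciferase luminescence.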
# AmpC inh no detg = inhibitors of E. coli AmpC beta-lactamase without detergent; hit rate 0.52% among 330,000; Potency, µM (series often up to 57.1 µM), for the others: at the highest dose activity change, negative = inhibition, usual class: inhibitors; AmpC nitrocefin hydrolysis, absorbance 480 nm, 0.0001% Triton; P00811;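 further: potency means the concentration at half of the fitted maximal effect; plate controls were no compound for no effect and no enzyme for full effect; nearly all actives have a fitted effect of over 20% in size; some results filed as inactive show a strong effect at the top dose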
# Target sequence (P00811 whole entry, looked up): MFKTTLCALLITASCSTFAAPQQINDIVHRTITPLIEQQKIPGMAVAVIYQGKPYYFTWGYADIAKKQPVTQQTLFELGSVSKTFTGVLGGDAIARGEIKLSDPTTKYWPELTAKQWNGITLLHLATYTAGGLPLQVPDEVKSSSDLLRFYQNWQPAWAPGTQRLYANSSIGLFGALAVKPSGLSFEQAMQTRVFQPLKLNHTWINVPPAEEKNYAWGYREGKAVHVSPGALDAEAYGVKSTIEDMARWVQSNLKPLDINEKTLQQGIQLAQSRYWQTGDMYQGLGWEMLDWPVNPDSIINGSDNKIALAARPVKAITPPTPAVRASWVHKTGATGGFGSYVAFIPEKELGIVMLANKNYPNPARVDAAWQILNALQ
#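 AmpC (5.3 nM in the dispensed reagent) in 20 mM phosphate pH 7.0 with 0.01% (detergent screen) or 0.0001% Triton X-100 was preincubated with compounds for 15 min at room temperature. Nitrocefin was then added from an 800 uM solution, and hydrolysis was followed at 480 nm.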
# LmPK inh = blocks Leishmania mexicana pyruvate kinase activity | Q27686 | purified LmPK, Kinase-Glo ATP luminescence, 1 h | Potency, µM (series often up to 57.5 µM), inactives show at the highest dose activity change, negative = inhibition, most hits filed as inhibitors | hit rate 0.37% among 290,000 | AID 1721; further: potency means the concentration at half of the fitted maximal effect; on the % scale 0 is the no-effect control and ±100 the full control effect
# Target sequence (Q27686 whole entry, looked up): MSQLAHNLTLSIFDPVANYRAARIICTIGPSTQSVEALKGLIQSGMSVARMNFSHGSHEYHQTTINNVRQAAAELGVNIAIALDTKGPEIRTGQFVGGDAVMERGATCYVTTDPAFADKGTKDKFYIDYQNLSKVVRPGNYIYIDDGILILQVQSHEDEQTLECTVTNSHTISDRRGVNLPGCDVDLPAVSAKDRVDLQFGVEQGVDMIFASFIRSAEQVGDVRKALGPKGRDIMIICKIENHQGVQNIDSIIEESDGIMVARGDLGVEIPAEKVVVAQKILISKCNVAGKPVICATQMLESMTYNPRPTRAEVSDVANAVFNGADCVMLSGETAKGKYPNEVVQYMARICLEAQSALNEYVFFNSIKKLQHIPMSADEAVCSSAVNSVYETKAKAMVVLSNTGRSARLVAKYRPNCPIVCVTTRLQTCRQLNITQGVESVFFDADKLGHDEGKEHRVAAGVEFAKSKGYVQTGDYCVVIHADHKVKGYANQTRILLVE
#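 Kinase-Glo luminescence read after 1 h RT reaction of 0.1 nM LmPK with 0.5 mM PEP and 0.1 mM ADP. Activity scaled between uninhibited and enzyme-free controls.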
# CHX counter = affects cycloheximide protein synthesis inhibition readout, counter-screen | AID 2314 | hit rate 12% among 300,000 | max response, % | cell reporter, cycloheximide protein synthesis inhibition counterscreen; in the data active means max response mostly above about 13%, no sharp cut-off; inactive means mostly below about 14%; further: read at 38.3 µM for the half of the compounds with a filed dose; 0% is about no effect
# Tb PYK inh = T. brucei pyruvate kinase inhibition | Q57TT1 | TbPYK enzyme, Kinase-Glo Plus ATP luminescence, 45 min | Potency, µM (doses to about 76.8 µM), without a hit: at the highest dose activity, negative = inhibition, hits mostly inhibitors | hit rate 0.12% among 410,000; further: potency means the concentration at half of the fitted maximal effect; on the % scale 0 is the no-effect control and ±100 the full control effect; nearly all actives have a fitted effect of over 50% in size
#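 Luminescence from Kinase-Glo Plus, added after a 45-minute room-temperature reaction, served as the end-point read-out. The enzyme and substrate were preincubated with compound before ADP (130 uM final) initiated turnover. Concentration-effect curves came from normalized qHTS data.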
# Pf growth 48h = inhibits P. falciparum growth in the first generation, 48 h | P. falciparum luciferase growth in erythrocytes, 48 h | Potency, µM (top dose mostly 28.7 µM), for inactives: top-dose activity change, negative = inhibition, actives largely listed as inhibitors | hit rate 5.9% among 310,000; further: potency means the concentration at half of the fitted maximal effect; on the % scale 0 is the no-effect control and ±100 the full control effect
#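 In quantitative HTS format, infected erythrocytes bearing luciferase-reporter parasites were treated for a single generation at 37 C. Luminescence after adding detection reagent served as the growth measure.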
# Shiga inhibitor = inhibitors of Shiga toxin in Vero cells | Vero cells, Shiga toxin protein synthesis inhibition reporter | inhibition, % at 38.7 µM | hit rate 9.2% among 290,000; in the data active means inhibition mostly above about 28%, no sharp cut-off; inactive means mostly below about 43%; further: 0% is about no effect
# An asterisk follows results filed as active; u = inconclusive; x = not tested or not shown; & = joins results of further samples; [ ] = another dose, or the depositor's remark. Unless noted, the call rests on the fitted dose curve; in most records, active means well fitted curve in the direction sought with a large enough effect; inconclusive means small, poorly fitted or top-dose-only effect, or another doubt; inactive means no such curve, though single readings can be large; an effect the other way counts as inactive or inconclusive.
SMILES,Pf growth 96h,AmpC inh no detg,LmPK inh,CHX counter,Tb PYK inh,Pf growth 48h,Shiga inhibitor
Cc1nonc1CC(=O)N1CCc2c([nH]c3ccccc23)C1c1ccccc1F (stereo not drawn),u,-2%,0%,-2,2%,-2%,6
O=C(Nc1sc2c(c1C(=O)NCc1cccnc1)CCCC2)c1ccco1,u,66%[activator],0%,7,0%,u,14
CC(NC(=S)Nc1c(Cl)cccc1OC(F)F)C(C)(C)C (stereo not drawn),-14%,-19%,-3%,-3,2%,-12%,-11
CCn1c2ccccc2c2cc(N=C3SC(CC(=O)Nc4ccccc4OC)C(=O)N3CCOC)ccc21 (stereo not drawn),u,60%,4%,-2,-7%,9.3µM*,-10
CCOc1ccc(CNC(=O)C2CCN(S(=O)(=O)N3CCCC3)CC2)cc1OC,x,8%,-2%,-2,-8%,-12%,-7
CCn1c(SCC(=O)N/N=C/c2ccncc2)nc2ccccc21,u,-20%,-2%,-1,1%,u,-2
N#Cc1c(N2CCOCC2)nsc1-c1ccc(C(F)(F)F)cc1,48%[activator],-1%,-5%,29*,-5%,87%[activator],43
C=CCNc1nc(Cl)nc(NCc2ccco2)n1,9.3µM*,-14%,-1%,-2,-1%,u,-5
CCOc1ccc(-n2c(=O)c3sccc3n(CC(=O)Nc3cccc(OC)c3)c2=O)cc1,110%[activator],-17%,0%,4,1%,-26%,-3
C=CCn1c(SCC(=O)Nc2ccccc2C)nc(O)cc1=O,72%[activator],-42%,2%,-7,0%,u,-11
CC(NC(=O)CN(c1ccc(Br)cc1)S(C)(=O)=O)c1ccccc1 (stereo not drawn),u,12%,6%,-1,-3%,19%,-2
Cc1ccc(C)n1-c1ccc(N2CCOCC2)nc1,u,56%,1%,-1,6%,u,18
CCCSc1nc(N)cc(=O)[nH]1,u,-23%,-4%,-6,1%,16%,-9
Cc1ccc(C(C(=O)NCc2ccco2)N(Cc2ccco2)C(=O)CNC(=O)c2ccco2)cc1 (stereo not drawn),6.6µM*,2%,3%,6,-17%,-5%,4
Cc1ccc(SCCC(=O)Nc2cccc(N(C)S(C)(=O)=O)c2)cc1,-18%,-13%,7%,12,3%,x,5
CCOC(=O)c1c(C)[nH]c(C)c1C(=O)COC(=O)c1cc2ccccc2cc1O,u,-22%,4%,0,3%,-2%,10
Cc1ccc(C)c(NC(=S)Nc2ncccc2C)c1,u,-8%,-1%,36*,-7%,40%[activator],134*
O=c1c2[nH]c3cccc(Cl)c3c2ncn1Cc1ccco1,28%,-20%,0%,-2,-1%,23%,-3
Nc1nonc1C(=O)NCCNCc1cc(Br)ccc1OCc1ccc(F)cc1,1%,-35%,6%,-3,x,u,-24
Cc1ccccc1NC(=O)CSc1nc(-c2cccs2)nc2cc(=O)[nH]n12,-4%,2%,x,x,0%,u,x
CCNc1nc(Oc2ccc(C(=O)OC)cc2)nc(SC)n1,u,-38%,3%,4,-9%,u,19
COc1ccccc1C(CC(N)=O)c1ccco1 (stereo not drawn),u,-14%,-2%,-7,1%,10%,-9
COc1ccc(NC(=O)CN(C)C(=O)c2cccc(S(=O)(=O)N3CCN(Cc4ccccc4)CC3)c2)cc1,-78%,-12%,-6%,-2,4%,-8%,-22
COc1ccc(/C=C2\SC(=S)N(Cc3cccnc3)C2=O)cc1C,u,-18%,-3%,-2,-10%,u,-10
Cc1ccc(C)c(OCC(=O)Nc2nc3ccc([N+](=O)[O-])cc3s2)c1C,35%[activator],-27%,6%,1,-21%,24%,-16
COc1cc(C)nc(N(C)S(=O)(=O)c2ccccc2Cl)n1,-3%,-12%,-1%,-1,-15%,-10%,2
CC(C)(C)c1ccc(C(=O)OCCNC(=O)c2c(Cl)nc3ccccn23)cc1,x,124%[activator],9%,9,10%,4%,27
CC(O)CNCCCCOc1ccc(OCc2ccccc2)cc1 (stereo not drawn),u,74%[activator],-4%,24*,1%,u,75*
O=C1OC(NC(=O)c2ccccc2)C(N2CCOCC2)=C1Cl (stereo not drawn),3%[5.75 µM],-20%,2%,-2,-9%,-4%,-4
COc1ccc(S(=O)(=O)N(CC(=O)NC2CCCC2)c2ccccc2OC)cc1,12µM*,67%[activator],-7%,-3,-2%,u,-36
COc1ccc(NC(=O)N2CCCC(C(=O)NCCc3ccccc3)C2)cc1 (stereo not drawn),-16%,14%,-3%,34*,-5%,20%,65*
CC(=O)NC1CC2CCCC(C1)N2CC(=O)NCc1ccc(F)cc1 (stereo not drawn),u,-6%,0%,0,-1%,7%,-22
O=C(NNc1c(Cl)cccc1Cl)c1c(F)cccc1Cl,u,-2%,2%,-1,-2%,7%,-4
COc1ccc(N2CCCn3c2nc2c3c(=O)n(Cc3ccccc3F)c(=O)n2C)c(OC)c1,-4%,16%,9%,-3,1%,x,-20
CN(Cc1nc(-c2cnccn2)no1)C1CC(C)(C)NC(C)(C)C1,31%[activator],-17%,4%,-4,-3%,18%,5
COc1ccc(CN2CN=C(Nc3nc4ccccc4s3)NC2)cc1,38%[activator],-22%,0%,-4,9%,-3%,-13
O=C(Nc1ccccc1)OCc1cc(-c2ccccc2Cl)on1,125%[activator],-40%,5%,39*,-2%,24%,69*
Cc1cccc(N=C2NC(=O)/C(=C3/C(=O)N(C)c4ccccc43)S2)c1C,38%[activator],-43%,-1%,-7,9%,15%,-13
Cn1c(CNS(=O)(=O)c2ccc(Cl)cc2)cc(=O)n(C)c1=O,23%,0%,-2%,-1,2%,11%,-16
CCOC(=O)N1CCN(C(=O)c2cc3c(s2)-c2c(C)cccc2OC3)CC1,23%,110%[activator],0%,-1,4%,13%,-17

# Compound profiles, from the list above. Values in the order: Pf growth 96h	AmpC inh no detg	LmPK inh	CHX counter	Tb PYK inh	Pf growth 48h	Shiga inhibitor
# CCNc1nc(Oc2ccc(C(=O)OC)cc2)nc(SC)n1 as listed: u	-38%	3%	4	-9%	u	19
# COc1ccc(/C=C2\SC(=S)N(Cc3cccnc3)C2=O)cc1C as listed: u	-18%	-3%	-2	-10%	u	-10

# Only Tb PYK inh and LmPK inh (six entries from above):
molecule	Tb PYK inh	LmPK inh
COc1ccc(NC(=O)N2CCCC(C(=O)NCCc3ccccc3)C2)cc1 (stereo not drawn)	-5%	-3%
CC(=O)NC1CC2CCCC(C1)N2CC(=O)NCc1ccc(F)cc1 (stereo not drawn)	-1%	0%
O=C(NNc1c(Cl)cccc1Cl)c1c(F)cccc1Cl	-2%	2%
COc1ccc(N2CCCn3c2nc2c3c(=O)n(Cc3ccccc3F)c(=O)n2C)c(OC)c1	1%	9%
CN(Cc1nc(-c2cnccn2)no1)C1CC(C)(C)NC(C)(C)C1	-3%	4%
COc1ccc(CN2CN=C(Nc3nc4ccccc4s3)NC2)cc1	9%	0%

# Next entries.
SMILES,Pf growth 96h,AmpC inh no detg,LmPK inh,CHX counter,Tb PYK inh,Pf growth 48h,Shiga inhibitor
CCOc1ccc(CCNC(=O)C2CSC3(C)CCC(=O)N23)cc1OCC (stereo not drawn),u,-4%,-11%,-1,-4%,u,-25
COc1cc(COc2ccc3c(C)c(CC(=O)O)c(=O)oc3c2C)cc(OC)c1OC,u,-3%,-2%,-5,9%,-9%[0.00184 µM],-4
Cc1ccc2nc3c(cc(C(=O)NC4CCS(=O)(=O)C4)n3Cc3ccccc3)c(=O)n2c1 (stereo not drawn),9%,65%[activator],-2%,1,-1%,-5%,-5
COc1cccc(-n2c(SCC(=O)c3c[nH]c4ccccc34)nc3ccccc3c2=O)c1,u,-10%,0%,-2,1%,u,-10
O=C(Cc1ccccc1)N/N=C/c1ccc2c(c1)OCO2,51%[activator],-12%,2%,34*,-16%,282%[activator],72*
CC(C)OCCCNC(=O)c1ccc2c(c1)S(=O)(=O)c1ccccc1C2=O,9.3µM*,14%,-3%,-2,1%,-22%,-6
COc1ccc(Cc2nnc(SCC(=O)NC3CCCCC3)n2C)cc1,x,-10%,-11%,-1,-17%,-15%,14
CCCS(=O)(=O)N1CCN(C(=O)c2cc(OC)cc(OC)c2)CC1,-19%,-13%,0%,6,1%,23%,26
COc1ccc(Cl)cc1NC(=O)C(=O)N/N=C/c1cc(C)n(-c2ccc(C)cc2)c1C,x,-38%,2%,-2,1%,-2%,-8
COc1cccc(C=Nc2ccccc2C(=O)Nc2ccccc2)c1O,126%[activator],-21%,-2%,55*,-4%,88%[activator],77*
Cc1cc(Cl)ccc1OCC(=O)N/N=C/c1ccncc1,28%,-7%,1%,5,-10%,4%,23
CO/N=C(\N)c1nonc1N,35%[activator],-11%,-4%,1,-1%,4%,9
O=C(C1=C[C@@H](c2ccccc2)C[C@@H](OCc2ccc(CO)cc2)O1)N1CCN(Cc2ccc3c(c2)OCO3)CC1,u,106%[activator],3%,-1,0%,u,-3
CC(=O)c1ccc(-n2nnnc2SCC(=O)Nc2sc(C)c(C)c2C#N)cc1,25%,-36%,5%,16,0%,-15%,-4
Cc1ccnc(SCC(=O)Nc2oc(-c3ccccc3)c(-c3ccccc3)c2C#N)n1,-1%,-23%,6%,-1,-14%,u,-9
CCc1nnc(NC(=O)C2CCN(C(=O)c3ccco3)CC2)s1,0%,-18%,0%,-4,-10%,-10%,-4
Cc1ccc(CCNC(=O)c2cccc(NC3=NC4CS(=O)(=O)CC4S3)c2)cc1 (stereo not drawn),31%[activator],-39%,-2%,-1,0%,-12%,-5
CCc1cccc(N(C)C(N)=Nc2cccc3ccccc23)c1,9.5µM*,-13%,0%,-4,11%&-5%,13µM*,-7
COc1ccccc1OCCNC(=O)CN(c1cccc(C)c1)S(=O)(=O)c1ccccc1,-24%,83%[activator],0%,-2,-8%,15µM*,-6
O=C(O)c1cccn1Cc1ccccc1F,u,-9%,1%,-2,-2%,-5%,-4

# Arranged by heavy-atom count (smallest number first): 3 of the compounds above.
SMILES,Pf growth 96h,AmpC inh no detg,LmPK inh,CHX counter,Tb PYK inh,Pf growth 48h,Shiga inhibitor
COc1ccc(Cc2nnc(SCC(=O)NC3CCCCC3)n2C)cc1,x,-10%,-11%,-1,-17%,-15%,14
CC(=O)c1ccc(-n2nnnc2SCC(=O)Nc2sc(C)c(C)c2C#N)cc1,25%,-36%,5%,16,0%,-15%,-4
Cc1ccc2nc3c(cc(C(=O)NC4CCS(=O)(=O)C4)n3Cc3ccccc3)c(=O)n2c1 (stereo not drawn),9%,65%[activator],-2%,1,-1%,-5%,-5

# Random draw from the library; overall some 22% were active at least once.
